Assay outcomes (PubChem)
GalR3 antagonist: GalR3 antagonists in HEK293 cells, primary screen, cell-based, fluorescence readout. HEK293 GalR3-CNG cAMP membrane potential fluorescence; galR3 body fused to GalR1 C-terminus. inhibition, % at 3 µM. 0.44% of 360,000 active. AID 651719, 2012;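 active = inhibition above the screen-wide average plus 3 SD, cut at about 13% in these data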;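 note: forskolin and galanin both at EC90 stimulate the cells; cAMP rise reported by CNG channel membrane potential dye signal; 0% = forskolin plus galanin with DMSO and 100% = forskolin alone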
Target sequence (O60755 1-299 limits assumed): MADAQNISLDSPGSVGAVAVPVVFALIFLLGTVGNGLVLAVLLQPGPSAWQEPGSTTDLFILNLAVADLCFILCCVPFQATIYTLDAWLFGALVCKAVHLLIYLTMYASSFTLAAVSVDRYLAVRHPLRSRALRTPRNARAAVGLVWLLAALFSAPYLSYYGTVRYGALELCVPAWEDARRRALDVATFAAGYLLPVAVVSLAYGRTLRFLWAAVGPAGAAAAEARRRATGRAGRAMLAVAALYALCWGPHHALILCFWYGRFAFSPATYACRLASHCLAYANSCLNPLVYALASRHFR
MEKK2mut PB1 HTS: MEK5 binding signal on mutant MEKK2 PB1, primary screen, biochemical, multiplex bead flow cytometry, Alexa488-MEK5. Alexa488-MEK5 binding to MEKK2 mutant. percent response, % at 10 µM. 0.35% of 290,000 active. AID 1530, 2009; in the data active = percent response above about 24%, passing the limit was not always enough; note: inactives centre near 1; some results filed as inactive read as strong as hits; reference of the scale not given here
CRFR2-BP ag: agonists of CRF-BP/CRF-R2 complex, primary screen, cell-based, HEK293, calcium dye fluorescence, uHTS; calcium dye fluorescence (FLIPR); percent of saturating CRF peptide response; activation, % at 13.2 µM; 0.46% of 350,000 active; CRF-binding protein / CRF receptor 2 complex (human);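 active = activation of at least 50%, plus an integration ratio under a set limit after plate pattern correction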;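 note: plate controls were neutral control wells without compound for no effect and CRF at EC100 for full effect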
MEKK2 WT-MEK5: modulators of MEK5 binding to wildtype MEKK2, primary screen, biochemical, multiplex bead flow cytometry, Alexa488-MEK5 | Mitogen-activated protein kinase kinase kinase 2 (Homo sapiens), Q9Y2U5 | Alexa488-MEK5 binding to MEKK2 WT; actives lie on both sides | binding response (% of control), % at 10 µM | 1.1% of 290,000 active | AID 1531, 2009; in the data active = binding response below about 67% or above about 130%
UBC9 SUMO inh: inhibitors of in vitro SUMOylation cascade, primary screen, biochemical, HTRF, uHTS; HTRF SUMOylation assay, SAE1/SAE2 + UBC9; inhibition, % at 35 µM; 0.36% of 290,000 active; AID 2006, 2009; in the data active = inhibition above about 50%, passing the limit was not always enough; note: strong numbers were not always called active
Target sequence (P63279 whole entry, looked up): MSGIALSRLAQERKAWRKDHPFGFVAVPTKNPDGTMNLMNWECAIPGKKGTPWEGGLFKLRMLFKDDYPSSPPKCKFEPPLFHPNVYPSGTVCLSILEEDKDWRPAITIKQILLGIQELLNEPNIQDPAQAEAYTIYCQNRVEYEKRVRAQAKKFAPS
MEKK3 PB1 HTS: modulators of MEKK3-MEK5 PB1 binding, primary screen, biochemical, wildtype MEKK3, multiplex bead flow cytometry, Alexa488-MEK5; 1.4% of 290,000 active; bead-based flow cytometry, Alexa488-MEK5 binding to MEKK3; actives lie on both sides; 0 = blocked by unlabeled MEK5, 100 = vehicle; binding response (% of control), % at 10 µM; Mitogen-activated protein kinase kinase kinase 3 (Homo sapiens), Q99759; AID 1529, 2009;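 active = binding response more than 3 SD above or below the average of its plate-row segment, actives on both sides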;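 note: Alexa488 bead fluorescence after subtracting the streptavidin-only scavenger bead signal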
HCV NS3 hel inh: inhibitors of HCV NS3 helicase, primary screen, biochemical, Cy5 molecular beacon fluorescence | NS3 helicase DNA unwinding | Hepatitis C virus NS3 helicase | 0.56% of 290,000 active | AID 1800, 2009 | inhibition, % at 10.9 µM;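 active = inhibition above the mean of all tested compounds plus 3 SD, set per campaign, cut at about 35% in these data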;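 note: 0% = DMSO wells and 100% = thioflavine S control wells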
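Assay system: hepatitis C virus NS3 helicase domain fragment enzyme. Also added: annealed dual-labelled DNA beacon duplex, ATP-started. Timing: 1 h reaction at 25 °C, ATP-initiated. Technique: Cy5 fluorescence at 0 and 60 min, beacon hairpin quenching. Evaluation: % inhibition of unwinding. Replication: one well per compound.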
CRFBP-R2 block: antagonists of CRF-BP/CRF-R2 complex, primary screen, cell-based, HEK293, calcium dye fluorescence, uHTS; CRF-induced calcium fluorescence; inhibition, % at 11.8 µM; 0.59% of 350,000 active; AID 588475, 2011;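 active = inhibition of the ligand-induced calcium signal above about 50% at the single tested concentration, limit read from the data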
DNA FID counter: compounds displacing fluorescent DNA intercalator, primary screen, artefact control for HCV NS3 helicase inhibitor project, biochemical, FID fluorescence. DNA fluorescent intercalator displacement. inhibition, % at 7.9 µM. 0.17% of 290,000 active. AID 1845, 2009; in the data active = inhibition above about 37%;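 note: 0% = vehicle and 100% = reference compound; higher means more ethidium bromide displaced from hairpin DNA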
The depositor's hits bear a star; . = not tested or not shown. The list is partial (hit frequency here may not be typical).

mol,MEKK3 PB1 HTS,GalR3 antagonist,MEKK2mut PB1 HTS,HCV NS3 hel inh,DNA FID counter,CRFBP-R2 block,MEKK2 WT-MEK5,CRFR2-BP ag,UBC9 SUMO inh
CCOC(=O)c1cnn(CCOC(=O)c2cccs2)c1NC(=O)c1cccs1,97,-6,2,-8,-11,13,95,0.6,4
O=C1/C(=C/c2cccnc2)Oc2cc(OS(=O)(=O)c3ccccc3)ccc21,81,.,-7,-6,-13,-24,87,-3.6,-4
Cc1ccc(C2C(C(=O)c3sc(C)nc3C)=C(O)C(=O)N2CCN2CCOCC2)o1 (centres undefined),101,0,17,6,-5,2,105,-0.6,12
COc1ccccc1/C=C/C(=O)N1CCCC1,90,-2,0,8,-1,34,99,-1.1,-12
N=C1C(c2nc3ccccc3s2)=C(O)CN1C1CCC(O)CC1 (centres undefined),92,3,-16,4,-12,-2,91,-2.2,14
C=CCNC(=S)NNC(=O)C(CCC(C)C)CC(C)(C)O (centres undefined),107,2,8,3,-2,-1,108,-1.8,0
O=C1Nc2ccccc2/C1=N\c1sc2c(c1C(=O)Nc1ccccc1)CCCC2,88,-2,3,-7,-17,-19,95,1.1,14
COc1ccc(OC(C)C(=O)Nc2cccc(F)c2)cc1 (centres undefined),96,-2,-9,4,-6,19,93,-0.1,2
O=C(CSc1nc(O)c(Cc2ccccc2F)c(=O)[nH]1)N1CCCCCC1,100,3,2,1,-3,12,98,-1.3,9
CSc1ccc(/C=N\NC(=O)CNc2ccc(C)cc2)cc1,102,-5,0,-11,-9,-8,97,-3.7,8
CCOc1ccc(N=C2NC(=O)SC2CC(=O)OC)cc1 (centres undefined),103,3,5,3,-5,3,98,-1.2,17
O=C1/C(=C/C=C/c2ccco2)SC(=S)N1NS(=O)(=O)c1ccccc1,100,-3,1,66*,1,9,95,6.3,60*
COC(=O)c1nn2c(C(F)(F)F)cc(-c3ccc(Br)o3)nc2c1Br,102,-7,3,10,0,11,95,2.4,26
Cc1ccc2[nH]cc(CCNC(=O)C3CCCCC3)c2c1,108,-10,3,3,-12,6,103,0.0,19
Cc1nc2c(-c3ccccc3)cnn2c(N)c1-c1ccccc1,101,-8,-2,-29,-10,-18,103,0.1,15
CCOC(=O)CSc1ccc(S(=O)(=O)N2CCCCC2)cc1[N+](=O)[O-],90,-2,-2,0,2,21,92,-3.3,1
NC(=O)COC(=O)c1ccc(S(=O)(=O)NCc2ccco2)cc1,88,1,-9,7,-4,16,87,0.9,4
CC(=O)c1ccc(Nc2nc(C)cc(C)n2)cc1,107,-3,1,-1,-8,-2,110,-2.8,18
O=c1[nH]c(SCCOc2ccccc2)nc2ccccc12,105,-7,5,-6,-9,-5,105,0.4,0
O=c1c(Cl)c(NCc2ccc(F)cc2)cnn1C12CC3CC(CC(C3)C1)C2,101,1,-1,-8,-17,17,96,-1.2,9
Cc1cccc(OCC(=O)NCC(=O)N=Nc2c(O)[nH]c3ccc([N+](=O)[O-])cc23)c1,100,-8,-2,0,3,11,96,-1.0,44
Cc1cc(Nc2cccc(F)c2)n2ncnc2n1,112,0,-1,4,-4,-3,102,-1.2,8
COc1ccc(Cn2c(CCCO)nc3ccccc32)cc1OC,105,-1,2,3,-12,0,109,-2.0,5
CS(=O)(=O)c1ccc(Cl)c(C(=O)NC2CCSc3ccccc32)c1 (centres undefined),98,-6,6,12,-12,7,96,0.0,9
CCOC(=O)C1CCCN(C(=S)NC2CCCCC2)C1 (centres undefined),70,-4,-4,-13,-8,0,83,0.8,13
O=C(O)c1ccc(C=C(c2nc3ccccc3s2)c2nc3ccccc3s2)cc1,107,5,-4,13,-26,23,101,-4.8,23
Cc1cccc2sc(NNC(=O)C3COc4ccccc4O3)nc12 (centres undefined),102,-3,7,-5,-12,-9,98,-4.1,4
COC(=O)c1cc(NC(=O)Cn2nc(C)n3cccc3c2=O)cc(C(=O)OC)c1,99,-6,2,0,-12,4,98,-0.2,6
O=C(CCc1ccccc1)NCC(=O)N/N=C/c1ccc(O)cc1O,100,5,1,0,-2,-7,100,-3.3,3
CC1CCN(S(=O)(=O)c2ccc3c(c2)N(CC(=O)NCCCOC(C)C)C(=O)CO3)CC1,101,1,-4,16,-51,34,100,-2.7,-2

Rewritten with two lines to a compound: part of the list above
Sequence of screens – MEKK3 PB1 HTS	GalR3 antagonist	MEKK2mut PB1 HTS	HCV NS3 hel inh	DNA FID counter	CRFBP-R2 block	MEKK2 WT-MEK5	CRFR2-BP ag	UBC9 SUMO inh
CC(=O)c1ccc(Nc2nc(C)cc(C)n2)cc1
→ 107	-3	1	-1	-8	-2	110	-2.8	18
O=c1[nH]c(SCCOc2ccccc2)nc2ccccc12
→ 105	-7	5	-6	-9	-5	105	0.4	0

The listing continues:
mol,MEKK3 PB1 HTS,GalR3 antagonist,MEKK2mut PB1 HTS,HCV NS3 hel inh,DNA FID counter,CRFBP-R2 block,MEKK2 WT-MEK5,CRFR2-BP ag,UBC9 SUMO inh
CCOc1ccc2c(c1)C(C)=CC(C)(C)N2C(=O)Nc1ccccc1F,90,-1,-2,14,-5,16,93,3.4,14
OC(COc1ccc(Br)cc1)Cn1ccnc1 (centres undefined),105,-11,3,-10,-3,-8,106,0.5,11
CCCCNC(=O)Cn1c(=O)c2c(ncn2CC)n(Cc2ccccc2)c1=O,103,-8,5,-3,-11,8,109,-0.2,7
Cn1cc(/C=C2\SC(=S)N(NC(=O)c3ccccc3Cl)C2=O)c2ccccc21,91,0,-2,-9,0,-118,69,70*,-1
Cc1ccccc1Oc1ccccc1N,99,-7,-3,-1,0,37,95,-3.4,-1
COc1ccc(C(C(=O)NCc2ccccc2)N(Cc2cccs2)C(=O)c2cnccn2)cc1 (centres undefined),107,-2,12,-8,-29,2,111,1.9,16
COc1ccc(CNC(=O)c2cc(=O)c3cc(C)c(C)cc3o2)cc1,102,-6,1,0,-18,0,108,-1.0,6
O=C(OCC(=O)N1CCOCC1)c1ccc(Cl)cc1[N+](=O)[O-],102,-6,-3,7,0,-11,101,-1.1,-2
COc1ccc(S(=O)(=O)N(C)c2ccc(C(=O)Nc3cccnc3)cc2)cc1OC,105,-7,8,-5,-27,-2,110,-0.9,11
Cc1ccccc1NC(=O)CSc1nc2ccccc2c(=O)n1CC1CCCO1 (centres undefined),101,-12,2,-6,-28,11,100,-0.8,7
COc1ccc(NC(=O)c2cc3ccccc3cc2OC)cc1OC,101,-8,-1,-21,-31,0,101,0.6,-2
COC(=O)c1ccc(NC(=O)CN2CCOCC2)cc1,107,-4,7,3,-2,-7,106,-2.0,15
Cc1c(-c2ccccc2)oc2c(C(=O)OCC(=O)Nc3ccc(C(N)=O)cc3)cccc2c1=O,102,-5,-1,11,-5,-29,102,-0.2,10
C=CCNC(=O)c1snnc1-c1ccccc1,104,-2,-2,1,-1,-1,111,1.9,-2
COCC(C)NC(=O)c1ccccc1[N+](=O)[O-] (centres undefined),89,-3,-2,-4,-8,27,92,1.6,-29
COc1nc(NCCc2ccc(OC)c(OC)c2)nc(OC)n1,103,2,10,3,-11,-9,105,-1.7,14
Cc1ccccc1OCC(=O)N/N=C/c1sc(=O)n(Cc2cccc(C(=O)O)c2)c1Cl,88,5,-19,31,-25,6,86,0.7,21
COc1ccc(/C=C/C(=O)OCC(=O)Nc2ccc(Cl)cc2F)cc1S(=O)(=O)N1CCOCC1,111,-1,-1,0,-2,7,95,-1.3,-7
Cc1cc(C)c2c(N)c(C(=O)NCC3CCCCC3)sc2n1,98,0,-1,-2,-18,-4,96,-0.8,20
Cn1cnnc1SCC(=O)Nc1ccccc1C(=O)NC1CC1,101,0,0,1,-1,5,102,1.3,11
CC(Sc1nnc2c(n1)[nH]c1ccccc12)C(=O)N(C)C1CCCCC1 (centres undefined),99,-5,-2,5,-28,8,94,-0.4,16
CC/C(=N/NC(=O)CCC(=O)Nc1ccccc1OC)c1ccccc1,97,-11,-3,-3,-2,10,97,-0.3,-13
CSc1ccc(/C=N/NC(=O)c2cc(O)cc(O)c2)cc1,101,3,2,8,-2,20,104,0.2,-3
Cc1ccc2ccc3ccc(C)nc3c2n1,102,.,2,3,-2,12,107,0.9,-105
Cc1cccc(C)c1Nc1c(-c2ccsc2)nc2ncccn12,99,-5,0,-3,-14,5,99,1.6,6
CCCCn1c(N)c(N(CCC(C)C)C(=O)CCCc2nc3ccccc3s2)c(=O)[nH]c1=O,101,-1,-4,38*,9,0,102,-0.5,-14
COc1ccc(/C=C2\CCC(C3CCCC3)C2=O)cc1OC (centres undefined),107,-6,2,1,-24,53*,105,0.8,-5
O=S(=O)(NC1c2cccc3cccc(c23)C1N1CCN(CCO)CC1)c1ccccc1 (centres undefined),106,-2,8,-26,27,-15,110,1.8,28
Cc1cc(OC(=O)c2c(F)cc(F)cc2F)nc(C)n1,149*,-2,5,18,3,8,123,2.2,7
